Bioassay records: PubChem BioAssay, National Center for Advancing Translational Sciences (NCATS)
MBNL1 CUG block: qHTS Assay for Inhibitors of MBNL1-poly(CUG) RNA binding | Muscleblind-like protein 1 (Homo sapiens), Q9NR56 | TR-FRET MBNL1-His/biotin-(CUG)12 binding, 665/545 ratio | Potency, µM (highest dose often 57.5 µM), for inactives: top-dose activity change, negative = inhibition, usual class: inhibitors | actives 0.036% (n = 280,000) | AID 2675, 2010; active = well fitted inhibition curve with a large enough effect in the signal ratio, with a control signal flat, not every such curve was filed as active; inconclusive = small, poorly fitted or top-dose-only effect, or effect the other way, or a change in a side signal; inactive = no such curve, though single readings can be large or run the other way; the % refers to the signal ratio; note: potency is the fitted concentration of half-maximal effect; % is set by controls: 0 for no effect and ±100 for the full control effect
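Compound titration spanned 92 nM–58 uM against the MBNL1-His/biotin-(CUG)12 complex. After 60 min at room temperature with 5 nM streptavidin-XL665 and 0.055 ng/ul terbium anti-His, ratiometric 665/545 nm emission (Ex 340 nm) normalized to controls.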
Menin MLL FP TR: qHTS Assay for Inhibitors Targeting the Menin-MLL Interaction in MLL Related Leukemias: Competition With Texas Red Labeled MLL-derived Mutant Peptide; Potency, µM (titrated, usually from 61.6 µM), without a hit: at the highest dose FP activity change, negative = inhibition, actives largely listed as inhibitors; actives 0.23% (n = 270,000); Menin + Texas Red MLL mutant peptide, fluorescence polarization; active = well fitted inhibition curve with a large enough effect in the polarisation, with a control signal flat, not every such curve was filed as active; inconclusive = small, poorly fitted or top-dose-only effect, or effect the other way, or a change in a side signal; inactive = no such curve, though single readings can be large or run the other way; the % refers to the polarisation; note: potency is the fitted concentration of half-maximal effect; % of control where 0% means no effect; many of its hits are not listed in these tables
FLuc counter: qHTS profiling assay for firefly luciferase inhibitor/activator using purifed enzyme and Km concentrations of substrates (counterscreen for miR-21 project) | Luciferin 4-monooxygenase (Photinus pyralis), P08659 | purified FLuc, Km substrates, luminescence inhibition | Potency, µM (titrated, usually from 57.5 µM), without a hit: top-dose activity change, negative = inhibition, usual class: inhibitors | actives 6.9% (n = 360,000) | AID 588342, 2011;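 note: potency is the fitted concentration of half-maximal effect; plate controls were vehicle for no effect and reference inhibitor for full effect; nearly all actives have a fitted effect of over 55% in size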
Target sequence (P08659 whole entry, looked up): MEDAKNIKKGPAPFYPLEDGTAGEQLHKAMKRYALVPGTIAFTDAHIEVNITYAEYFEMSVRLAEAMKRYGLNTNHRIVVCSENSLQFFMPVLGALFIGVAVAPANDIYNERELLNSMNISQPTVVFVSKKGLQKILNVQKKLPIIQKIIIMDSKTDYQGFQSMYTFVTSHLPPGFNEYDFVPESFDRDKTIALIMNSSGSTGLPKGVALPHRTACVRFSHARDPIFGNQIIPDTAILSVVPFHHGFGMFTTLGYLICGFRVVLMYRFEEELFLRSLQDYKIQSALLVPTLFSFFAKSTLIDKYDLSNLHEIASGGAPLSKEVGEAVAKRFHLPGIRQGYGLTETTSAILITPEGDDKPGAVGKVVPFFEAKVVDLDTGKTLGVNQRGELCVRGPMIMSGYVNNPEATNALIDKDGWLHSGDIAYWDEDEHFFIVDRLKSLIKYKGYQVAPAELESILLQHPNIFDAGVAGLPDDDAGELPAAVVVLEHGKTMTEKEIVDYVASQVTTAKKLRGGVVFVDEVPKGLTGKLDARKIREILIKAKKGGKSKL
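Purified P. pyralis luciferase, 10 nM final, with Km-level 10 uM D-luciferin and 10 uM ATP in 50 mM Tris acetate pH 7.5, 10 mM Mg acetate, 0.01% Tween-20, 0.05% BSA; 6-point qHTS titration about 60 µM downward; luminescence read.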
RORgamma inh: qHTS for inhibitors of ROR gamma transcriptional activity | Potency, µM (highest dose often 53.6 µM), for the others: at the top dose activity change, negative = inhibition, usual class: inhibitors | AID 2551, 2010 | Drosophila S2 Gal4-RORgamma UAS-luciferase reporter, 20 h | actives 5.4% (n = 310,000) | Nuclear receptor ROR-gamma (Mus musculus), P51450; note: potency is the fitted concentration of half-maximal effect; % is set by controls: 0 for no effect and ±100 for the full control effect; nearly all actives have a fitted effect of over 60% in size
Target sequence (P51450 whole entry, looked up, the tested form may be a part): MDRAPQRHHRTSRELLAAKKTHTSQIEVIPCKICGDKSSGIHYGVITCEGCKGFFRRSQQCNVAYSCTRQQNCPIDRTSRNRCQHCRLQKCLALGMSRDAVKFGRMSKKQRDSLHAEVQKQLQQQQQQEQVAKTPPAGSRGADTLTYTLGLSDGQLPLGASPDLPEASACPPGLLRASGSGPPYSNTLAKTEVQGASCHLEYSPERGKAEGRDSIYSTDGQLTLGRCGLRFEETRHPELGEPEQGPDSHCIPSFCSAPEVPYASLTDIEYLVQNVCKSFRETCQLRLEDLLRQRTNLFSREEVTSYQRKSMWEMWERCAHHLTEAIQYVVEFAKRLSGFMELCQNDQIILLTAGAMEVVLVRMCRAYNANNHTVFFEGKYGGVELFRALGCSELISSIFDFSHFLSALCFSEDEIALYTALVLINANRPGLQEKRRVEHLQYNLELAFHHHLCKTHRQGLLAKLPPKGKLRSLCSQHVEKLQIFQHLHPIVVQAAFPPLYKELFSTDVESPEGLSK
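Schneider cells (Drosophila), stable Gal4 DBD–ROR gamma + UAS-luc; 1 hr cmpd preincubation; Cu2+ induction 700 uM final; 20 hr ambient; luminescence.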
KCNH2 3.1 inh: qHTS for Inhibitors of KCHN2 3.1: Mutant qHTS; U2OS KCNH2 3.1, thallium flux FluxOr; active compounds read low; activity change, % (tested at about 1.8 µM); actives 0.95% (n = 340,000); AID 720553, 2013;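 active = maximum activity change below -70%; inconclusive = maximum activity change from -70% to -50%; inactive = maximum activity change above -50%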;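 note: thallium influx rate constant from kinetic fluorescence after stimulation buffer; % is set by controls: 0 for no effect and ±100 for the full control effect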
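U2OS cells transduced with KCNH2 3.1 mutant virus (1.77 x 10^8 /mL, 4 h), plated overnight at 37 C, loaded 45 min with FluxOr dye plus Red40 quencher. Thallium flux rate constant from kinetic reads after stimulation buffer, normalised to controls.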
VP16 counter: VP16 counterscreen qHTS for inhibitors of ROR gamma transcriptional activity | actives 3.5% (n = 310,000) | Potency, µM (series often up to 53.6 µM), without a hit: top-dose activity, negative = inhibition, most hits filed as inhibitors | Drosophila S2 Gal4-VP16 UAS-luciferase, luminescence, 20 h;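 note: Gal4-VP16 expression switched on by copper sulfate through the metallothionein promoter; potency is the fitted concentration of half-maximal effect; % is set by controls: 0 for no effect and ±100 for the full control effect; nearly all actives have a fitted effect of over 50% in size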
Rab9 prom act: qHTS Assay for Rab9 Promoter Activators. actives 2.8% (n = 320,000). Potency, µM (highest dose often 9.22 µM), inactives show at the top dose activation, negative = inhibition, actives largely listed as activators. AID 485297, 2010. Huh7 Rab9 promoter-luciferase reporter, luminescence, 24 h; note: potency is the fitted concentration of half-maximal effect; % of control where 0% means no effect; nearly all actives have a fitted effect of over 60% in size
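Luminescence read-out: Huh7 cells stably expressing Rab9-luciferase, treated 24 h with compound at 37 °C, then lysed with luciferase reagent for 10 min at ambient before reading.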
NPC1 prom act: qHTS Assay for NPC1 Promoter Activators; Potency, µM (doses to about 9.22 µM), for the others: top-dose activation, hits mostly activators; Huh7 NPC1 promoter luciferase reporter, 24 h; actives 2.4% (n = 320,000);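 note: potency is the fitted concentration of half-maximal effect; % of control where 0% means no effect; nearly all actives have a fitted effect of over 60% in size; reporter is driven by a mutant NPC1 promoter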
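Compounds in DMSO were transferred onto Huh7 NPC1-luciferase reporter cells pre-incubated 2 h; after 24 h at 37 °C, Amplite reagent was dispensed and luminescence recorded 10 min later.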
ELG1 repair inh: qHTS screen for small molecules that inhibit ELG1-dependent DNA repair in human embryonic kidney (HEK293T) cells expressing luciferase-tagged ELG1. AID 504467, 2011. Potency, µM (highest dose often 46.1 µM), without a hit: at the highest dose activity change, negative = inhibition, actives largely listed as inhibitors. actives 2.3% (n = 330,000). HEK293T ELG1-luciferase reporter, luminescence, 16 h; DNA damage induced by 5-fluorouridine; note: potency is the fitted concentration of half-maximal effect; % is set by controls: 0 for no effect and ±100 for the full control effect; nearly all actives have a fitted effect of over 55% in size
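In this reporter screen, reduction of luminescence relative to DMSO vehicle indicated activity. Compounds and 5-fluorouridine were added together to 2,000 cells per well, incubated for 16 hr at 37 °C, then developed with ONE-Glo.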
PKM2 activator: qHTS Assay for Activators of Human Muscle isoform 2 Pyruvate Kinase; Pyruvate kinase PKM (Homo sapiens), P14618; actives 0.34% (n = 260,000); Potency, µM (series often up to 57.5 µM), for the others: at the highest dose activation, usual class: activators; purified PKM2, Kinase-Glo ATP luminescence, activation; response scale: 0% is enzyme alone, no compound; AID 1631, 2009; note: potency is the fitted concentration of half-maximal effect; % is set by controls: 0 for no effect and ±100 for the full control effect; nearly all actives have a fitted effect of over 55% in size
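Purified hPK-M2 (>95% pure) converted ADP (0.1 mM final) to ATP with 0.5 mM PEP in 50 mM imidazole pH7.2, KCl, MgCl2, Tween 20, BSA; 1 h at room temperature. ATP detected by Kinase-Glo luminescence.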
Mito fusion act: qHTS Assay for Small Molecule Inhibitors of Mitochondrial Division or Activators of Mitochondrial Fusion | S. cerevisiae fusion-defective mutant growth rescue, CellTiterGlo 48 h | Potency, µM (titrated, usually from 46.1 µM), inactives show at the top dose growth rescue (activation), usual class: activators | actives 0.23% (n = 320,000);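 note: potency is the fitted concentration of half-maximal effect; % of control where 0% means no effect; nearly all actives have a fitted effect of over 45% in size; temperature-sensitive fusion mutants such as fzo1-1 at 37 °C on non-fermentable ethanol glycerol medium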
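Growth-rescue viability read-out: after 48 h at the non-permissive 37C in glycerol/ethanol YPEG, yeast mitochondrial fusion mutants are measured by CellTiterGlo luminescence; compounds (23 nl pinned per well) restoring growth score as division inhibitors or fusion activators.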
An asterisk follows results filed as active; u = inconclusive; x = no result given; & = joins results of further samples; [ ] = dose if it differs, or a comment. Unless noted, calls come from the whole dose curve; as a rule, active = well fitted curve in the direction sought with a large enough effect; inconclusive = small, poorly fitted or top-dose-only effect, or another doubt; inactive = no such curve, though single readings can be large; an effect the other way counts as inactive or inconclusive. This is a subset, so the mix of outcomes need not match the whole.

SMILES	MBNL1 CUG block	Menin MLL FP TR	FLuc counter	RORgamma inh	KCNH2 3.1 inh	VP16 counter	Rab9 prom act	NPC1 prom act	ELG1 repair inh	PKM2 activator	Mito fusion act
COC(=O)CN(C)C(=O)c1ccccc1OC1CCN(S(C)(=O)=O)CC1	8%	17%	-3%	31%	-2	-9%	7%	0%	12%	6%	-1%
CCSc1nc2nc(C)cc(C)n2n1	2%	3%	5%	-6%	x	-15%	-2%	0%	6%	-5%	-3%
COc1ccc(C(=O)N/C(=C/c2cccc3ccccc23)C(=O)NCCc2c[nH]c3ccccc23)cc1OC	26%	-10%	-1%	u	-2	-25%	-6%	-4%	u	3%	-3%
CNS(=O)(=O)c1cccc(C(=O)OCC(=O)Nc2cc(F)ccc2F)c1	-2%	-10%	1%	0%	8	6%	-3%	-3%	2%	-7%	-1%
CCOC(=O)c1nnc2cc(C)nn2c1C	u	x	1%	12%	-5	-4%	-6%	-5%	0%	-4%	-1%
O=C(O)c1ccc(S(=O)(=O)N[C@H](Cc2ccc(O)cc2)C(=O)O)cc1	x	32%[activator]	0%	-1%	x	1%	-6%	-3%	x	x	-3%
Cc1cccc(NC(=O)CSCC(=O)NNC(=O)c2ccoc2C)c1	-5%	x	-4%	-1%	1	-10%	10%	-4%	9%	-2%	-6%
CCn1nccc1C(=O)Nc1ccc(C)c(C)c1	5%	22%	u	19%	16	1%	u	u	u	-9%[11.5 µM]	-3%
C=CCSc1nnc(-c2ccccc2N=Cc2c(C)[nH]n(-c3ccccc3)c2=O)c(=O)[nH]1	u	u	u	-1%	-16	1%	-4%	6%	8%	-19%	-6%
CC(C)c1onc(C(=O)N(C)C2CCCCC2)c1[N+](=O)[O-]	-7%	-19%	-3%	5%	x	-13%	3%	0%	16%	-1%	9%
CCc1ccccc1NC(=S)N(CCCN1CCOCC1)Cc1cccs1	-12%	-4%	-2%	-17%	3	-1%	-5%	-3%	-8%	12%	-9%
COc1ccccc1NC(=O)CCN1CCN(c2ccc(Cl)cc2)CC1	-8%	-15%	3%	18%	-6	-15%	-8%	1%	-25%	-1%	-2%
Fc1ccc(CSc2nsc(SCc3ccc(F)cc3)n2)cc1	-4%	15%	-1%	21%	-17	-3%	-5%	2%	7%	-5%	5%
CN(CC(=O)Nc1cccc(F)c1)C(=O)c1cn(-c2ccccc2)nc1-c1ccccc1	-3%	x	u	4%	0	10%	13%	5%	19%	2%	2%
Cc1c(C(=O)N2CCOCC2)c(S(=O)(=O)Nc2ccc(OC(F)(F)F)cc2)c(C)n1C	6%	4%	-1%	26%	1	-15%	12%	4%	14%	u	12%
Cc1ccc(-n2nnc3c(=O)n(CC(=O)NCC4CCCO4)cnc32)cc1 (centres undefined)	-4%	-12%	-1%	0%	3	-1%	-4%	-3%	15%	1%	-3%
COc1ccc(-c2csc(NC(=O)C3CSC4(C)CCC(=O)N34)n2)cc1OC (centres undefined)	x	x	-1%	x	0	x	2%	-1%	19%	x	-3%
CC12CCC(=O)N1C(C(=O)NNC(=O)COc1cccc(C(F)(F)F)c1)CS2 (centres undefined)	x	x	3%	x	-5	x	18%	1%	10%	x	0%
O=C(OCC(=O)N1CCCCCC1)c1ccc(S(=O)(=O)N2CCOCC2)cc1	-14%	-3%	-1%	14%	7	-10%	2%	5%	3%	-17%	0%
O=C(c1ccc(S(=O)(=O)N2CCCC2)cc1)N1CCCc2ccccc21	-1%	-2%	-1%	23%	-18	5%	-7%	-1%	-3%	0%	3%
COc1ccc(C(=O)Nc2cccc(NC(=O)c3cccs3)c2)cc1	-6%	u	9.5µM*	21%	-9	25%	19%	18%	22%	-4%	1%
O=C(O)c1cccc(N2C(=O)CSC2c2c(F)cccc2Cl)c1 (centres undefined)	-19%	-7%	0%	-1%	2	-1%	1%	-2%	10%	-3%	-4%
O=C(Nc1nnc(SCCN2CCOCC2)s1)C1CC(=O)N(c2ccc(F)cc2)C1 (centres undefined)	-1%	x	-1%	-10%	x	-6%	5%	-2%	2%	x	1%
O=C(Nc1ccc(Cl)cn1)C1COc2ccccc2O1 (centres undefined)	u	-7%	u	4µM*	1	u	13%	0%	7%	-5%	22%
COc1cc(O)c(C(CCN2CCN(c3ccccc3)CC2)c2ccc3c(c2)OCO3)c(OC)c1 (centres undefined)	-1%	11%	0%	-19%&-15%	-90*	-4%&0%	-2%	-2%	-18%	-5%	-43%[inhibitor]
Cc1cc(C)cc(OCC(=O)N2N=C(c3cccnc3)CC2(O)C(F)(F)F)c1 (centres undefined)	-21%	7%	-2%	-35%	6	-19%	-1%	-2%	u	3%	23%
CCCC(=O)OCC(=O)Nc1cc(C(C)(C)C)nn1-c1ccccc1	-2%	0%	-2%	13%	13	-1%	2%	1%	-5%	0%	-1%
C=CCOc1ccccc1CNCCNC(=O)c1nonc1N	1%	4%	1%	20%	-13	-4%	-7%	-5%	0%	0%	-3%
CC1CC(C)CN(CCCNC(=O)c2cc3c(=O)[nH]c4ccccc4c3n2C)C1 (centres undefined)	-10%	-3%	2%	0%	0	2%	2%	5%	u	-1%	-5%
Cc1cccc(Nc2nc(N3CCCCC3)nc(N3CCCCC3)n2)c1	0%	5%	0%	33%	-27	-9%	-6%	0%	-14%	-1%	11%
CNC(=S)NNC(=O)c1cccn(Cc2cccc(C(F)(F)F)c2)c1=O	2%	11%	1%	5%	-2	-6%	4%[1.84 µM]	-2%	2%	x	-2%
CCN1C(=O)C(=O)N(CC(=O)Nc2ccccc2Oc2ccccc2)C1=O	8%	24%	-1%	-1%	11	11%	11%	-3%	12%	1%	3%
Cn1c(CN2CCCC2)nc2cc(NC(=O)COc3ccc(Cl)cc3)ccc21	-2%	-21%	3%	-38%	-4	7%	-3%	0%	-14%	1%	-8%
COC(=O)c1ccc(-n2nnnc2SC)cc1	0%	1%	-4%	8%	21	-3%	1%	1%	16%	-4%	4%
Cc1cc(OCC(=O)N(C)C2CCCCC2)cc(C)c1Cl	15%	u	u	41%	-1	7%[10 µM]	2%	12%	5%	2%	23%
CCOC(=O)c1c(-c2ccsc2)csc1N	20%	u	-3%	u	3	1%	0%	-3%	6%	-3%	3%
COc1ccc(NC(=O)C(C)SCc2ccccc2)cc1 (centres undefined)	-3%	29%	u	-2%	-9	1%	25%	18%	u	-14%	u
CCOC(=O)C1=C(C)Nc2ccccc2N=C1NC(=O)c1oc2ccccc2c1COC	x	x	6%	x	-20	x	-6%	-5%	11µM*	x	-2%
CC(C)OCCCN1C(=O)c2ccccc2C1C(=O)NC1CCCCC1 (centres undefined)	-5%	-11%	1%	-18%	2	-5%	-2%	-2%	16%	0%	-2%
O=C(CCC(=O)N(CC(=O)NC1CCCC1)c1ccccc1F)Nc1nccs1	0%	-19%	-1%	13µM*	13	5%	2%	3%	0%	x	0%
Cc1nnc(N/N=C/c2ccco2)n1N	18%	1%	-4%	11µM*	-13	13µM*	10%	11%	1%	-5%	-1%
Cc1ccc2oc(=O)n(CC(=O)O)c2c1	-16%	-4%	1%	-22%	18	-1%	-1%	1%	-3%	-11%	4%
O=C(CCCCCn1c(=O)[nH]c2ccsc2c1=O)N1CCN(C2CCCCC2)CC1	-24%	-4%[11.7 µM]	0%	1%	18	-2%	-2%	6%	4%	7%	1%
